TcdB inh: TcdB glycohydrolase inhibitors, primary screen, biochemical, single point, plate reader; Toxin B (Clostridioides difficile), P18177; TcdB glycohydrolase enzymatic assay; inhibition, % at 9.99 µM; 0.24% of 350,000 active; in the data active = inhibition above about 10%
* hit, by the source's call; & = joins results of further samples.

SMILES | TcdB inh
CO[C@H]1CN(C)C(=O)c2ccc(NC(=O)C3CCC3)cc2OC[C@@H](C)N(Cc2cccnc2)C[C@H]1C | -1.5
CN1C(=O)c2cc(NS(=O)(=O)c3ccc(F)cc3)ccc2OC[C@H]2O[C@@H](CC(=O)O)CC[C@@H]21 | 0.2
Cn1cnc(S(=O)(=O)N[C@H]2C=C[C@@H](CC(=O)Nc3ccccc3)O[C@@H]2CO)c1 | 0.9
COc1ccc(S(=O)(=O)N(C)C[C@H]2Oc3c(NS(C)(=O)=O)cccc3C(=O)N([C@H](C)CO)C[C@H]2C)cc1 | -0.9
CCCNC(=O)[C@@H]1[C@@H](CO)[C@@H]2Cn3c(ccc(C4=CCCCC4)c3=O)[C@H]1N2CCC | -0.3
C[C@@H]1CCCCO[C@@H](CN(C)S(=O)(=O)c2ccc(Cl)cc2)[C@@H](C)CN([C@@H](C)CO)C(=O)c2cc(NC(=O)C3CCCCC3)ccc2O1 | -0.1
C[C@@H]1CN([C@@H](C)CO)C(=O)c2cccc(NC(=O)c3cnccn3)c2O[C@H]1CN(C)C(=O)Nc1ccc(C(F)(F)F)cc1 | 0.4
O=C(CCN1CCCCC1)N[C@H]1CC[C@@H](CCn2cc(-c3ccccc3)nn2)O[C@H]1CO | -1.4
CN1CCN(C(=O)C[C@@H]2CC[C@H]3[C@H](COc4ccc(NC(=O)C5CCCC5)cc4C(=O)N3C)O2)CC1 | 1.8
COC(=O)C[C@H]1CC[C@@H]2[C@H](COc3ccc(NC(=O)Nc4cc(C)cc(C)c4)cc3C(=O)N2C)O1 | -0.9
O=C(c1ccc(F)cc1)N1CC(=O)N2[C@H](C1)[C@@H](c1ccc(-c3ccccc3F)cc1)[C@@H]2CO | 0.1
CCN1[C@H](C(=O)NC2CCCCC2)[C@@H](CO)[C@@H]2Cn3c(ccc(-c4cccnc4)c3=O)[C@@H]21 | 0.6
COc1ccc(-c2ccc([C@H]3[C@H](C#N)N(C(=O)NC4CCCC4)[C@H]3CO)cc2)cc1 | -1.8
COc1ccc(NC(=O)N2CC[C@@H]3[C@@H](CO)N(C)c4ccc(Br)cc4[C@@H]32)cc1 | -1.0
C[C@@H]1CN([C@H](C)CO)C(=O)Cc2cc(NC(=O)Cc3cn(C)c4ccccc34)ccc2O[C@@H]1CN(C)S(=O)(=O)c1ccc(F)cc1 | -1.4
C[C@H]1CN([C@@H](C)CO)C(=O)c2cccc(NC(=O)NC3CCCCC3)c2O[C@@H]1CN(C)C(=O)Nc1cccc2ccccc12 | -6.3
O=C(NCC1CCCCC1)[C@@H]1[C@@H](CO)[C@@H]2Cn3c(ccc(-c4ccccc4F)c3=O)[C@H]1N2 | -8.7
O=C(/C=C(\Nc1cc(Cl)c(F)c(Cl)c1)c1ccccc1)c1ccccc1 | 1.3
O=C(NCc1ccc(F)cc1)[C@H]1[C@H](CO)[C@H]2Cn3c(cccc3=O)[C@@H]1N2 | -0.9
C[C@@H]1CN([C@H](C)CO)C(=O)c2cc(NC(=O)Cc3ccccc3)ccc2O[C@H]1CN(C)Cc1ccc2c(c1)OCO2 | 1.0
CO[C@H]1CN(C)C(=O)c2cc(NS(=O)(=O)c3ccc(Cl)cc3)ccc2OC[C@H](C)NC[C@@H]1C | -0.2
CCCNC(=O)N1C[C@@H]2[C@H](c3ccccc31)[C@@H](CO)N2C(=O)NC(C)C | 0.3
C[C@H](CO)N1C[C@H](C)[C@H](CN(C)C(=O)Nc2ccc(F)cc2)Oc2ccc(NC(=O)CCCN(C)C)cc2C1=O | -0.7
COCC(=O)Nc1ccc2c(c1)C(=O)N(C)[C@H]1CC[C@@H](CC(=O)NCC3CC3)O[C@H]1CO2 | 0.9
COc1ccc(S(=O)(=O)N(C)C[C@@H]2Oc3c(NC(=O)Nc4cccc5ccccc45)cccc3C(=O)N([C@@H](C)CO)C[C@@H]2C)cc1 | 0.4
CCC(=O)N1C[C@@H]2[C@H](c3ccccc31)[C@@H](CO)N2Cc1ccccc1Cl | -0.1
O=C(N[C@H]1C=C[C@H](CC(=O)N2CCC(Cc3ccccc3)CC2)O[C@H]1CO)c1cnccn1 | 0.4
C[C@@H]1CN([C@H](C)CO)C(=O)c2cc(-c3cccc(F)c3)cnc2O[C@H]1CN(C)C(=O)c1ccccn1 | -1.6
COc1cccc(NC(=O)C[C@@H]2CC[C@@H]3[C@H](COc4ccc(NC(=O)C5CC5)cc4C(=O)N3C)O2)c1 | -0.8
Cc1ccc(S(=O)(=O)N2C[C@H](O)COC[C@H]3O[C@H](CC(=O)NCCCN(C)C)CC[C@@H]32)cc1 | -0.4
CNC(=O)C[C@@H]1CC[C@H]2[C@@H](COC[C@H](O)CN2Cc2ccc(C(F)(F)F)cc2)O1 | -0.6
C[C@H]1CCCCO[C@H](CN(C)S(=O)(=O)c2ccccc2)[C@@H](C)CN([C@@H](C)CO)C(=O)c2cc(NC(=O)Nc3ccc(F)cc3)ccc2O1 | 0.2
C[C@@H]1CCCCO[C@@H](CN(C)Cc2ccc(C(=O)O)cc2)[C@@H](C)CN([C@H](C)CO)C(=O)c2cc(NC(=O)NC3CCCCC3)ccc2O1 | -1.8
O=C(C[C@H]1C[C@@H]2c3cc(NC(=O)Nc4ccccc4)ccc3O[C@@H]2[C@H](CO)O1)NCCN1CCCCC1 | -1.1
C[C@H]1CN([C@@H](C)CO)C(=O)c2cccc(NC(=O)Nc3ccccc3)c2O[C@@H]1CN(C)S(=O)(=O)c1cn(C)cn1 | -1.2
Cc1ccc(-c2ccc3c(c2)O[C@@H](CN(C)S(C)(=O)=O)[C@@H](C)CN([C@H](C)CO)S3(=O)=O)cc1 | 0.1
CC(=O)c1ccc(S(=O)(=O)NCC2CCN(C(=O)C(=O)c3cccs3)CC2)cc1 | 1.3
C[C@@H]1CN([C@H](C)CO)C(=O)c2ccccc2-c2ccccc2CO[C@H]1CN(C)S(=O)(=O)c1ccsc1 | 0.9
C[C@@H]1CCCCO[C@@H](CN(C)CC2CCCCC2)[C@@H](C)CN([C@H](C)CO)C(=O)c2cc(NC(=O)c3ccncc3)ccc2O1 | 0.3
O=C(Nc1cccc(F)c1)N1CC(=O)N2[C@H](C1)[C@H](c1ccc(-c3ccccc3)cc1)[C@@H]2CO | -1.9
COc1ccc(NC(=O)N(C)[C@H]2C[C@H]3c4[nH]c5c(-c6ccccc6)cccc5c4CCN3C(=O)[C@H]2[C@H](C)O)cc1 | 0.8
Cc1noc(C)c1S(=O)(=O)Nc1ccc2c(c1)CC(=O)N([C@@H](C)CO)C[C@@H](C)[C@H](CN(C)Cc1ccc(C(=O)Nc3ccccc3N)cc1)O2 | -1.1
C/C=C/c1cnc2c(c1)C(=O)N([C@@H](C)CO)C[C@H](C)[C@H](CN(C)S(=O)(=O)c1ccc(OC)cc1)O2 | -0.1
CO[C@H]1CN(C)C(=O)c2cc(NC(=O)Nc3ccccc3Cl)ccc2OC[C@H](C)NC[C@H]1C | 0.1
COc1ccc(S(=O)(=O)N2CCC3(CC2)CN(C(=O)CN(C)C)[C@H](CO)c2c3c3ccc(OC)cc3n2C)cc1 | -1.4

Some values from the list.
`C[C@H]1CCCCO[C@H](CN(C)S(=O)(=O)c2ccccc2)[C@@H](C)CN([C@@H](C)CO)C(=O)c2cc(NC(=O)Nc3ccc(F)cc3)ccc2O1` in TcdB inh = 0.2
`O=C(Nc1cccc(F)c1)N1CC(=O)N2[C@H](C1)[C@H](c1ccc(-c3ccccc3)cc1)[C@@H]2CO` in TcdB inh = -1.9

(cont.)
SMILES | TcdB inh
COCC(=O)N1[C@H](CO)[C@H](c2ccccc2)C12CN(C(=O)c1ccccc1)C2 | 0.2
CCN(C[C@@H]1[C@@H](c2ccc(C3=CCCCC3)cc2)[C@@H](CO)N1C(C)=O)C(C)=O | -0.5
CN(C)CC(=O)N[C@@H]1CC[C@@H](CCn2cc(C3CCCC3)nn2)O[C@@H]1CO | -0.3
Cc1noc(C)c1S(=O)(=O)Nc1ccc2c(c1)C(=O)N([C@H](C)CO)C[C@H](C)[C@H](CN(C)C(=O)Nc1ccccc1)OCCCC[C@@H](C)O2 | 1.3
COc1ccc(NC(=O)N(C)C[C@H]2Oc3ncc(C#CC(C)C)cc3C(=O)N([C@@H](C)CO)C[C@@H]2C)cc1 | 0.0
C[C@@H]1CN([C@H](C)CO)C(=O)c2cccc(NS(=O)(=O)c3cccs3)c2O[C@@H]1CN(C)Cc1ccc(Oc2ccccc2)cc1 | 0.2
C[C@H](O)C#Cc1ccc2c(c1)O[C@@H](CN(C)C(=O)c1ccccc1)[C@@H](C)CN([C@H](C)CO)S2(=O)=O | 0.5
C[C@H](CO)N1C[C@H](C)[C@@H](CN(C)C(=O)c2cccnc2)Oc2ncc(C#CCN(C)C)cc2C1=O | -0.3
C[C@H](CO)N1C[C@H](C)[C@@H](CN(C)C)Oc2ccc(NC(=O)CCC(F)(F)F)cc2C1=O | -0.6
C[C@@H]1CN([C@H](C)CO)C(=O)c2cc(NC(=O)CCCN(C)C)ccc2O[C@@H](C)CCCCO[C@@H]1CN(C)S(=O)(=O)c1ccc(Cl)cc1 | 0.5
CC(C)NC(=O)Nc1ccc2c(c1)C(=O)N([C@@H](C)CO)C[C@H](C)[C@@H](CN(C)C(=O)NC1CCCCC1)OCCCC[C@H](C)O2 | 1.4
O=C(C[C@H]1CC[C@@H](NC(=O)C2CCC2)[C@H](CO)O1)NC1CCC1 | -1.4
C[C@H](CO)N1C[C@H](C)[C@H](CN(C)S(=O)(=O)c2ccccc2)Oc2c(NC(=O)NC3CCCCC3)cccc2C1=O | 1.9
C[C@H](CO)N1C[C@H](C)[C@@H](CN(C)S(=O)(=O)c2ccc(Cl)cc2)OCCCC[C@H](C)Oc2ccc(NC(=O)Cc3ccccc3)cc2C1=O | 0.5
C[C@H]1CN([C@@H](C)CO)C(=O)c2c(c3ccccc3n2C)-c2ccccc2CO[C@@H]1CN(C)C(=O)Nc1cccc(Cl)c1Cl | 0.5
C[C@H](CO)N1C[C@H](C)[C@H](CN(C)S(=O)(=O)c2cccc(F)c2)Oc2ncc(C#Cc3ccc(F)cc3)cc2C1=O | -3.0
CC(C)c1cn(CC[C@@H]2CC[C@H](NC(=O)C3CCC3)[C@@H](CO)O2)nn1 | -1.4
C[C@@H]1CN([C@H](C)CO)C(=O)c2cc(NS(=O)(=O)c3ccc(F)cc3)ccc2O[C@@H]1CN(C)C(=O)Nc1ccccc1 | -0.4
Cc1ccccc1-c1ccc(C2[C@H]3CNC[C@@H]2N3C(=O)Nc2ccc(F)cc2)cc1 (some centres not stated) | -0.4&-5.5
O=C(Cc1ccccc1)N1CC[C@H]2[C@H](CO)Nc3ccc(C#Cc4cccc(F)c4)cc3[C@H]21 | -0.1
C[C@@H]1CN([C@@H](C)CO)C(=O)Cc2cc(NS(=O)(=O)c3ccccc3)ccc2O[C@@H]1CN(C)CC1CCCCC1 | -0.9
CN(C)C(=O)[C@H]1[C@H](CO)[C@H]2Cn3c(cccc3=O)[C@@H]1N2CC1CC1 | -0.5
C[C@H](CO)N1C[C@H](C)[C@@H](CN(C)C(=O)c2ccccn2)Oc2cc(C#Cc3ccc(F)cc3)ccc2S1(=O)=O | 3.2
CC(=O)N(C)C[C@@H]1Oc2ncc(-c3ccc(C)cc3)cc2C(=O)N([C@@H](C)CO)C[C@H]1C | 0.3
C[C@@H]1CN([C@H](C)CO)C(=O)c2cc(C#CC3CC3)cnc2O[C@@H]1CN(C)Cc1ccccc1C(=O)O | -0.3
CO[C@@H]1CN(C)C(=O)c2cc(NC(=O)c3ccccc3)ccc2OC[C@H](C)NC[C@H]1C | 0.6
C[C@@H]1CN([C@@H](C)CO)S(=O)(=O)c2ccc(C3=CCCCC3)cc2O[C@@H]1CN(C)Cc1ccncc1 | -0.3
CO[C@@H]1CN(C)C(=O)c2ccc(NC(=O)C3CC3)cc2OC[C@@H](C)N(C(C)=O)C[C@@H]1C | 0.3
CN1C(=O)c2cc(NC(=O)c3ccc(C(F)(F)F)cc3)ccc2OC[C@H]2O[C@H](CC(=O)O)CC[C@H]21 | -1.1
O=C(N[C@H]1CC[C@H](CCn2cc(C3(O)CCCC3)nn2)O[C@@H]1CO)C1CC1 | 0.5
COc1ccc(CNC(=O)[C@@H](Cc2ccccc2)NC(=O)[C@H]2O[C@@H](n3ccc(=O)[nH]c3=O)[C@H](O)[C@@H]2O)cc1 | 1.6
O=S(=O)(c1ccc(F)cc1)N1CC[C@@H]2[C@@H](CO)Nc3ccc(-c4ccccc4F)cc3[C@@H]21 | 1.2
CC(=O)N1CC(=O)N2[C@H](CO)[C@@H](c3ccc(C#Cc4cccnc4)cc3)[C@H]2C1 | -0.2
CC(C)c1cn(CC[C@H]2CC[C@@H](NS(=O)(=O)Cc3ccccc3)[C@@H](CO)O2)nn1 | -1.6
C[C@@H]1CN([C@@H](C)CO)C(=O)Cc2cc(NC(=O)C3CCCCC3)ccc2O[C@H]1CN(C)Cc1ccc(-c2ccccc2)cc1 | -0.2
CCCNC(=O)[C@@H]1[C@@H](CO)[C@@H]2Cn3c(ccc(/C=C/c4ccccc4)c3=O)[C@@H]2N1CC | 0.5
COc1ccc(CN(C)C[C@@H]2Oc3ccc(NS(=O)(=O)c4cccs4)cc3C(=O)N([C@@H](C)CO)C[C@@H]2C)cc1 | -0.5

In the list so far, 2 contain an NH in an aromatic ring:
SMILES | TcdB inh
COc1ccc(NC(=O)N(C)[C@H]2C[C@H]3c4[nH]c5c(-c6ccccc6)cccc5c4CCN3C(=O)[C@H]2[C@H](C)O)cc1 | 0.8
COc1ccc(CNC(=O)[C@@H](Cc2ccccc2)NC(=O)[C@H]2O[C@@H](n3ccc(=O)[nH]c3=O)[C@H](O)[C@@H]2O)cc1 | 1.6

Pulled by compound from the list above:
SMILES | TcdB inh
COc1ccc(CN(C)C[C@@H]2Oc3ccc(NS(=O)(=O)c4cccs4)cc3C(=O)N([C@@H](C)CO)C[C@@H]2C)cc1 | -0.5
CC(C)c1cn(CC[C@H]2CC[C@@H](NS(=O)(=O)Cc3ccccc3)[C@@H](CO)O2)nn1 | -1.6
CC(=O)N1CC(=O)N2[C@H](CO)[C@@H](c3ccc(C#Cc4cccnc4)cc3)[C@H]2C1 | -0.2
COc1ccc(CNC(=O)[C@@H](Cc2ccccc2)NC(=O)[C@H]2O[C@@H](n3ccc(=O)[nH]c3=O)[C@H](O)[C@@H]2O)cc1 | 1.6

Screening results as filed in PubChem BioAssay.

Only part of the results is shown; rates above refer to the full screens.
